From PubChem BioAssay
All columns: NCI-60 one-dose screen, growth in % after 48 h at 10 µM unless noted; 100 = growth as untreated, 0 = no growth, -100 = all killed.
SF-539: SF-539 CNS cancer. 81,000 compounds, 6.8% hits. AID 1794752
U251: U251 CNS tumor cells | 80,000 compounds, 5.4% hits | AID 1794753
DU-145: DU-145 prostate cancer; AID 1794760; 81,000 compounds, 4.2% hits
786-0: 786-0 renal cancer cells | 81,000 compounds, 5.1% hits | AID 1794775
SN12C: SN12C renal cancer cells; 81,000 compounds, 3.8% hits; AID 1794767
SF-295: SF-295 CNS cancer cells | 79,000 compounds, 5.6% hits | AID 1794758
TK-10: TK-10 renal cancer cells | AID 1794769 | 81,000 compounds, 3.9% hits
UO-31: UO-31 renal cancer; 81,000 compounds, 5.2% hits
PC-3: PC-3 prostate cancer cells | AID 1794754 | 80,000 compounds, 3.9% hits
* hit, by the source's call; . = no result given; & = joins results of further samples. The calls were made as follows: active = growth percent below 10; inactive = the rest.

1. CCN(CC)CC(O)CNc1c(C)cccc1C (stereo not drawn)
2. CCCCC[C@@H]1Cc2cc(O)c(C(=O)O)c3c2[C@H](C[C@]2(OC[C@@H](CC(=O)[C@](C)(CC)C(=O)OC)[C@@H]2C)O3)O1
3. FC(F)(F)c1cc(CNc2nc(Cl)ncc2Br)cc(C(F)(F)F)c1
4. O=C(NC(=S)Nc1ccc(-c2ccccc2)cc1)c1ccccc1
5. S=c1nc2oc(-c3ccccc3)c(-c3ccccc3)c2c(/N=C\c2ccc(Cl)cc2)[nH]1
6. O=C(Nc1ccc(F)cc1)c1ccc2c(c1)nc(-c1ccccc1)n2C1CCCCC1
7. Cn1cc(-c2nc(N)nnc2-c2cncc(Br)c2)c2cc(F)ccc21
8. Cc1cc2c(F)c(Oc3ncnc(Nc4ccc(N5C[C@@H](C)N[C@@H](C)C5)cc4)c3C#N)cc(F)c2[nH]1
Compound	1	2	3	4	5	6	7	8
SF-539	106	112	85	103	95	73	67	-79*
U251	99	95	.	102	95	87	79	11
DU-145	100	120	99	118	105	102	112	39
786-0	97	113	85	.	101	76	78	.
SN12C	106	100	89	94	102	102	90	.
SF-295	97	99	88	.	101	52	92	17
TK-10	91	112	94	101	105	97	104	71
UO-31	87	92	67	88	76	73	48	70
PC-3	104	101	80	94	89	95	102	42

3 compounds already listed, sorted by length of the SMILES, largest number first.
2. CCCCC[C@@H]1Cc2cc(O)c(C(=O)O)c3c2[C@H](C[C@]2(OC[C@@H](CC(=O)[C@](C)(CC)C(=O)OC)[C@@H]2C)O3)O1
6. O=C(Nc1ccc(F)cc1)c1ccc2c(c1)nc(-c1ccccc1)n2C1CCCCC1
4. O=C(NC(=S)Nc1ccc(-c2ccccc2)cc1)c1ccccc1
Compound	2	6	4
SF-539	112	73	103
U251	95	87	102
DU-145	120	102	118
786-0	113	76	.
SN12C	100	102	94
SF-295	99	52	.
TK-10	112	97	101
UO-31	92	73	88
PC-3	101	95	94

Continued:
9. COc1cc(/C=C2\SC(=S)N(/C=C/c3nc4ccccc4[nH]c3=O)C2=O)cc(OC)c1OC
10. Cc1ccc(OCC2CO2)cc1 (stereo not drawn)
11. O=C(CSc1nc2sc3c(c2c(=O)n1-c1ccccc1)CCCCC3)N/N=C/c1ccc([N+](=O)[O-])cc1
12. OCc1nc2nc(Cl)c(Cl)nc2[nH]1
13. Cc1ccccc1-n1c(C)nc2ccc(N3CCCNC3=O)cc2c1=O
14. O=C(O)c1cn(C2CC2)c2cc(N3CCN(Cn4nc(-c5ccccc5)oc4=S)CC3)c(F)cc2c1=O
15. CCC1(c2ccccc2)SC(=O)NC1=O (stereo not drawn)
16. O=C(Nc1nc2ccc(F)cc2s1)c1cc(-c2ccc(Cl)cc2)n2nc(-c3ccccc3)cc2n1
Compound	9	10	11	12	13	14	15	16
SF-539	95	98	92	95	93	97	116	91
U251	82	103	89	102	98	102	102	108
DU-145	98	115	99	130	103	109	102	102
786-0	77	105	106	94	100	100	101	115
SN12C	98	104	95	99	99	97	109	107
SF-295	88	97	91	103	98	97	100	97
TK-10	70	111	98	93	106	98	104	112
UO-31	2.1*	87	89	88	84	84	89	90
PC-3	95	87	94	112	100	98	107	102

17. COc1ccc(NC(=O)CSc2nc(C)c(C(C)=O)n2-c2ccc(OC)cc2)cc1
18. CCOC(=O)c1[nH]nc2c1C1(C(=O)Nc3ccccc31)C(C#N)=C(N)O2 (stereo not drawn)
19. Cc1ccc(C2(O)CCCCC2)cc1
20. O=C(Cn1c(/C=C/c2cccc(Br)c2)nc2ccccc2c1=O)Nc1ccc(Cl)cc1
21. CCCCCCCCCCCCCCCCCC1=NCCN1CCOC1=C(Cl)C(=O)c2ccccc2C1=O
22. Cc1ccccc1OCc1ccccc1Cl
23. COC(=O)[C@H](OC(C)=O)[C@H]1C(C)(C)[C@H](OC(C)=O)C2CC3=C4CC(=O)O[C@@H](c5ccoc5)[C@]4(C)CC[C@@H]3[C@@]1(C)C2=O
24. O=C(/C(=C/c1ccc([N+](=O)[O-])cc1)SCc1ccc(F)cc1)c1ccc(F)cc1
Compound	17	18	19	20	21	22	23	24
SF-539	97	103	98	94	104	106	106	105
U251	99	100	95	110	66	105	91	38
DU-145	121	100	97	117	109	109	109	95
786-0	102	102	105	104	98	.	79	79
SN12C	97	111	112	93	79	109	97	82
SF-295	97	106	98	104	108	111	93	93
TK-10	113	119	107	143	79	115	88	79
UO-31	81	93	89	64	43	100	89	54
PC-3	94	97	89	88	55	96	83	78

25. Cc1ccc(NC(=O)c2ccccc2)c(NC(=O)c2ccccc2)c1
26. O=C(c1nn(Cc2ccccc2)c2c1CC(NCc1ccc(F)cc1)CC2)N1CCCCC1 (stereo not drawn)
27. CCOC(=O)c1c(C)oc2ncnc(Nc3ccc(OCc4cccc(C)c4)cc3)c12
28. CCc1cccc2c3c(sc12)C(c1ccc(Cl)cc1)C(C#N)=C(/N=C/c1ccc(Cl)cc1)O3 (stereo not drawn)
29. COc1ccc(-n2c(SCc3cc(OC)c(OC)c(OC)c3)nc3ccc(C)cc3c2=O)c(OC)c1
30. COc1cc(OC)c2c3nc4cc(C)c(C)cc4nc3n(CCN(C)C)c2c1
31. O=C1C(SCCO)=C(SCCO)C(=O)N1c1ccc(-c2ccccc2)cc1
32. CCCCCCCCC1OC(C)CC(C)(C)O1 (stereo not drawn)
Compound	25	26	27	28	29	30	31	32
SF-539	121	109	95	-7.6*	20	-83*	104	101
U251	100	94	96	20	25	88	60	86
DU-145	116	110	101	12	4.6*	60	27	105
786-0	106	95	103	40	30	51	82	90
SN12C	105	124	89	34	45	-49*	72	100
SF-295	117	104	101	-23*	6.4*	54	103	100
TK-10	.	98	95	56	.	147	-58*	91
UO-31	81	73	101	40	18	-69*	-97*	92
PC-3	91	95	93	16	8.8*	.	93	72

33. Cc1ccc(NC(=O)Oc2ccc(Br)cc2Br)c([N+](=O)[O-])c1
34. O=C(O)Cc1ccc(N2N=C(c3ccccc3)CC2=O)cc1
35. CCC(C(=O)[C@@H](C)[C@@H](O)[C@H](C)[C@@H]1O[C@@H]([C@@H](CC)C(=O)NCC(F)(F)F)CC[C@@H]1C)[C@H]1O[C@]2(C=CC(=O)[C@]3(CC[C@@](C)([C@H]4CC[C@](O)(CC)[C@H](C)O4)O3)O2)[C@H](C)C[C@@H]1C (stereo partly drawn)
36. O=C1NN(C(=O)c2ccc([N+](=O)[O-])cc2)C(c2ccccc2)=N/C1=C\c1cn(-c2ccccc2)nc1-c1ccccc1
37. O=C(O)c1cccc2c1-c1c(cccc1[N+](=O)[O-])C2
38. COC(=O)C(N)CC(C)C (stereo not drawn)
39. Nc1ccc(S(=O)(=O)NN=C2CCCC2)cc1
40. Oc1ccccc1-c1nnco1
Compound	33	34	35	36	37	38	39	40
SF-539	.	104	85	112	97	112	101	90
U251	97	88	79	106	99	98	94	83
DU-145	120	113	78	100	97	101	101	100
786-0	105	96	87	97	124	97	107	91
SN12C	91	102	77	94	101	18	99	83
SF-295	117	101	75	103	111	109	109	112
TK-10	125	94	101	115	103	91	89	95
UO-31	83	95	51	87	88	90	90	55
PC-3	99	93	54	89	103	98	82	92

Profiles from above. Order of screens: SF-539, U251, DU-145, 786-0, SN12C, SF-295, TK-10, UO-31, PC-3
`Nc1ccc(S(=O)(=O)NN=C2CCCC2)cc1` is listed as 101, 94, 101, 107, 99, 109, 89, 90, 82
`Oc1ccccc1-c1nnco1` is listed as 90, 83, 100, 91, 83, 112, 95, 55, 92
`COC(=O)C(N)CC(C)C` (stereo not drawn) is listed as 112, 98, 101, 97, 18, 109, 91, 90, 98

From entry 38 as far as 40, as listed above:
38. COC(=O)C(N)CC(C)C (stereo not drawn)
39. Nc1ccc(S(=O)(=O)NN=C2CCCC2)cc1
40. Oc1ccccc1-c1nnco1
Compound	38	39	40
SF-539	112	101	90
U251	98	94	83
DU-145	101	101	100
786-0	97	107	91
SN12C	18	99	83
SF-295	109	109	112
TK-10	91	89	95
UO-31	90	90	55
PC-3	98	82	92

(more compounds)
41. Cc1ccc(C(=O)c2c(C(=O)N(C)N)noc2-c2ccc(C)cc2)cc1
42. O=c1oc2c([nH]c3ccc4ccccc4c32)c2ccccc12
43. O=C1NC(=O)C(c2ccco2)N1 (stereo not drawn)
44. Cc1ccc(N)cn1
45. COc1ccccc1NC(C)=O
46. O=c1cc(-c2ccc3c(c2)OCCO3)oc2c(Cl)cc(Cl)cc12
47. O=c1c(/C=c2\sc3nc4ccccc4n3c2=O)coc2ccccc12
48. CC(=O)Nc1cccc(Cn2c(=O)[nH]c3ccc(Oc4ncccn4)cc3c2=O)c1
Compound	41	42	43	44	45	46	47	48
SF-539	105	102	105	98	99	99	100	96
U251	115	100	107	105	94	91	93	91
DU-145	110	106	117	111	113	105	108	103
786-0	99	102	103	101	104	108	99	85
SN12C	105	106	100	104	100	95	97	97
SF-295	94	100	104	101	105	.	105	94
TK-10	103	127	98	106	95	126	.	96
UO-31	79	128	90	91	91	89	88	80
PC-3	92	98	105	97	99	93	99	87

49. N=c1o[n-][n+](-c2ccccc2)c1-c1ccccc1
50. Cc1nc2ccccn2c1C(Nc1nc(-c2ccccc2)cs1)c1ccc(Br)cc1 (stereo not drawn)
51. O=C(CN1C(=O)C(=O)O/C1=C/c1ccccc1)OCc1ccccc1
52. COc1cc(/C(Cl)=C/C=C/C(=O)c2c(C)[n+]([O-])c3ccc(Cl)cc3[n+]2[O-])cc(OC)c1OC
53. c1ccc2c(c1)CNc1ccccc1-2
54. COC(=O)c1cccc2c1CC[C@@H](C)[C@]21C[C@@H](c2ccoc2)OC1=O
55. CC(=O)Nc1ccc(S(=O)(=O)Oc2nccnc2N)cc1
56. O=C(Cc1nc(-c2ccc(Cl)cc2)no1)c1ccccc1
57. CC(=O)[C@@]1(O)CC[C@H]2[C@@H]3CC[C@@H]4C[C@H](O)CC[C@]4(C)[C@H]3C(=O)C[C@@]21C
Compound	49	50	51	52	53	54	55	56	57
SF-539	48	96	100	24	112&110	101	104	106	103
U251	91	86	104	.	104&103	105	97	101	107
DU-145	165	104	117	68	101&118	110	99	115	137
786-0	102	89	108	35	112	95	103	99	105
SN12C	96	91	103	32	106&107	108	105	100	107
SF-295	125	72	94	36	104&110	94	122	98	.
TK-10	122	113	108	72	103&106	88	89	95	117
UO-31	94	62	93	46	87	91	86	92	.
PC-3	75	63	97	40	96&103	99	93	91	95
